Screening results deposited in PubChem by several laboratories.
MrgX1 ag – human MrgX1 receptor agonism, primary screen | actives 0.44% (n = 310,000) | AID 588627 | MrgX1-HEK293 cells, Fluo-4 calcium fluorescence, agonist mode; active compounds read high | Q96LB2 | B-score at 10 µM;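 active = calcium response B-score plate-corrected fluorescence ratio at least 3 library SD, with starting fluorescence B-score inside 5 SD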
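Assay system: MrgX1-expressing HEK293 cells / Amount: fifteen thousand cells per well / Doses: test compound in the initial addition of three / Timing: cells plated overnight, dye loaded 0.5 h 37 °C, 0.5 h room temperature / Technique: kinetic calcium dye fluorescence, Fluo-4 NW / Control set: positive and negative controls per plate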
Platelet DG rel – platelet dense granule release activity. human platelet-rich plasma, SFLLRN dense granule ATP release, luminescence. inhibition, %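 (compounds screened at 7.5 µM in platelet-rich plasma)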. actives 0.22% (n = 300,000);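 active = mean replicate score, as percent of positive control, at or above 50; inconclusive = mean below 50 but at least one replicate at or above 50; inactive = mean and every replicate below 50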
HIF activator – HIF pathway transcriptional activation; actives 0.32% (n = 300,000); AID 1910; U2OS HRE-luciferase reporter, luminescence; normalized: DMSO 0%, desferrioxamine 100%; activation, % at 7.5 µM (by protocol);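 active = mean activation of at least 10% of the iron chelator positive control signal, with at least half of replicates also reaching 10%; inconclusive = mean and replicate majority disagree about reaching 10%; inactive = mean and most replicates under 10%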
TRPC6 inhibitor – inhibitors of mouse TRPC6 channel. AID 2553. HEK293-TRPC6, membrane potential dye, ACh-evoked depolarization; active compounds read low. B-score at 10 µM. actives 1.1% (n = 310,000);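 active = B-score under library mean minus 3 SD, initial fluorescence not abnormally high, positive integrated signal ratio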;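 also: B-score derived from integrated fluorescence ratio over the kinetic read; more negative B-score means stronger inhibition of depolarization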
SKKanGAS inh – blocks kanamycin growth of S. pyogenes SKKanGAS strain. BacTiter-Glo, 6 h. actives 1.3% (n = 300,000). inhibition, % at 7.5 µM;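 active = mean replicate score, as percent of positive control median, at least 50; inconclusive = mean below 50 but one replicate at or above 50; inactive = mean and every replicate below 50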;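 also: strain carries kanamycin resistance gene driven by streptokinase promoter and grows in 40 µg/ml kanamycin; loss of luminescence reflects streptokinase promoter inhibition or plain growth inhibition; 0% = median of DMSO wells and 100% = positive control at its reference dose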
TRPC6 act – activates the mouse TRPC6 cation channel; actives 0.13% (n = 310,000); AID 2550; Q61143; HEK293-TRPC6 membrane potential dye fluorescence; active compounds read high; B-score at 10 µM;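 active = B-score of the integrated fluorescence ratio above library mean plus 3 SD, and starting fluorescence ratio within library mean plus 5 SD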;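 also: higher score means more depolarization so channel activation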
RGS4 pot – potentiators or activators of RGS4; HEK293 M3R/inducible RGS4, carbachol calcium flux Fluo4; active compounds read low; B-score at 10 µM; actives 0.92% (n = 310,000); AID 463111;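 active = B-score of the integrated calcium signal more than 4 SD below the library mean, with starting fluorescence not abnormally high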;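 also: negative B-score means reduced calcium response which marks RGS4 activation or potentiation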
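Material: Inducible-RGS4 HEK293 cells carrying M3 receptor; also added: carbachol at ECmax as muscarinic agonist stimulus; incubation: compound preincubation 20 min at room temperature before agonist; signal: Fluo4-AM (2 µM) calcium-flux fluorescence, kinetic read; measure: integrated calcium ratio converted to B score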
MrgX1 antagonist – human MrgX1 receptor antagonism, primary screen; Q96LB2; MRGX1-HEK293 calcium flux, Fluo-4, BAM8-22 antagonism; active compounds read low; B-score at 10 µM; actives 1.3% (n = 310,000); AID 588676;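 active = calcium-response B-score plate-corrected more than 3 library SD below zero, starting fluorescence within 5 deviations, no agonist response on first addition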;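 also: peak minus trough fluorescence over baseline after final BAM8-22 challenge near maximal dose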
RGS4 block – human RGS4 inhibition | HEK293 M3R/RGS4 inducible, Fluo-4 calcium flux; active compounds read high; triggered by carbachol at its EC20 | P49798 | B-score at 10 µM | actives 0.45% (n = 310,000);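 active = B-score, a plate-corrected calcium signal, over three deviations above library mean, with baseline fluorescence within five deviations of library mean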;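 also: RGS4 expression induced by doxycycline in cells with stable M3 receptor; B-score is computed from the integrated fluorescence ratio over baseline after carbachol; higher B-score means a larger calcium signal and so more RGS4 inhibition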
TRPC4 block – blocks the mouse TRPC4 cation channel. Q9QUQ5. HEK293 TRPC4beta/mu-opioid, DAMGO-evoked Fluo4 calcium flux; active compounds read low. B-score at 10 µM. actives 0.39% (n = 300,000). AID 2247;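 active = B-score over 3 SD under the library average, no early fluorescence shift, positive overall ratio signal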
Target sequence (Q9QUQ5 whole entry, looked up): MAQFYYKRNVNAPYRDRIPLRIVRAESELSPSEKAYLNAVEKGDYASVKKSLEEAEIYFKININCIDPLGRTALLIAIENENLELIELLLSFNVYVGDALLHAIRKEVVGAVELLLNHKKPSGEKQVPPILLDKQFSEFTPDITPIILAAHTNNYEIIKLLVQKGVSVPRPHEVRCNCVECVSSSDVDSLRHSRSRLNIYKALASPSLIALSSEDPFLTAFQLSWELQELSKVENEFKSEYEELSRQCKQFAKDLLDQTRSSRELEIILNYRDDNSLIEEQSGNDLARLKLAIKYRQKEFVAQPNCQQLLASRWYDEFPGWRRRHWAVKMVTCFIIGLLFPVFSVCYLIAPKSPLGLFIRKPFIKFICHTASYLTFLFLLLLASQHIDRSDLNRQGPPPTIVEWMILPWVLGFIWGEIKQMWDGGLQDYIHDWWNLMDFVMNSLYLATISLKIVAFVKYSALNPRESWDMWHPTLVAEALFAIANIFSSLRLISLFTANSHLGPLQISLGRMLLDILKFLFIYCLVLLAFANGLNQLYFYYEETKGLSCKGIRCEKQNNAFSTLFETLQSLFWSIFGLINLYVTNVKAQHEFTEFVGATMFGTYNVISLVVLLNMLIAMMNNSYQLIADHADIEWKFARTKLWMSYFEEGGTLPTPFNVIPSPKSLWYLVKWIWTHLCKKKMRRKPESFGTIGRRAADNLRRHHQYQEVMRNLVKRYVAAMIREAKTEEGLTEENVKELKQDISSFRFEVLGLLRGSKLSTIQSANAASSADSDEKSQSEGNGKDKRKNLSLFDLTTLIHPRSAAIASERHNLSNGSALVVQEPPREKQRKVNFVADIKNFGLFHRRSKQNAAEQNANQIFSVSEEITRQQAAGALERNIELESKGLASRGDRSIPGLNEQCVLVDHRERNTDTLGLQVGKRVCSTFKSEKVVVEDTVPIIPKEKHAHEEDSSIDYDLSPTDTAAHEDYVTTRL
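Assay system: TRPC4beta/mu-opioid receptor HEK293 cell line; compound dosing: single concentration per test compound; detection: Fluo4 Ca2+ flux fluorescence; evaluation: per-well B score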
MrgX1 PAM – allosterically activates human MrgX1 receptor signaling | AID 588675 | Q96LB2 | MrgX1-HEK293, Fluo-4 calcium flux, FDSS; active compounds read high | B-score at 10 µM | actives 0.63% (n = 310,000);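 active = plate-corrected calcium response at least 3 library SD above typical, normal starting fluorescence, not activating the receptor alone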;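 also: compound read alongside a low EC10 to EC30 dose of BAM8-22 agonist; peak minus trough fluorescence over baseline measured at the second addition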
* = called active by the depositor; i = inactive; ? = inconclusive; · = not tested or not shown.

SMILES	MrgX1 ag	Platelet DG rel	HIF activator	TRPC6 inhibitor	SKKanGAS inh	TRPC6 act	RGS4 pot	MrgX1 antagonist	RGS4 block	TRPC4 block	MrgX1 PAM
Cc1ccc(S(=O)(=O)N2CCCCC2CCNC(=O)C(=O)NCc2ccncc2)cc1 (centres undefined)	i	-10	-0.2	i	-10	i	i	i	i	i	i
Cc1cc2ccccn2c1C(=O)c1ccc(S(=O)(=O)N(C)C)cc1	i	-2	0.7	i	-9	i	i	i	i	i	i
O=S(=O)(Nc1nc2ccccc2[nH]1)c1ccccc1	i	-2	-0.2	i	-6	i	-8.2*	i	i	i	i
Cc1noc(C)c1C(=O)Nc1ccc(S(=O)(=O)N2CCCCC2)cc1	i	-7	0.1	i	1	i	i	i	i	i	i
COC(=O)c1cc2occc2n1Cc1cccc(C)c1	i	6	-0.3	i	14	i	i	i	i	i	i
COc1ccccc1CNC(=O)C1CCN(C(=O)[C@@H]2Cc3ccccc3CN2)CC1	i	-2	-0.3	i	2	i	i	i	i	i	i
O=C(O)COc1ccc(Br)cc1CP(=O)(c1ccccc1)c1ccccc1	i	-5	0.1	i	-12	i	i	i	i	i	i
COc1ccccc1C/C(N)=N/OC(=O)COc1ccc(C)cc1	i	0	-0.1	i	3	i	i	i	i	i	i
CCOC(=O)c1oc2cc(C)cc(O)c2c(=O)c1-c1csc(C)n1	i	-5	-0.3	i	-4	i	i	i	i	i	i
Cc1cccc(CSc2ncnc3nc[nH]c23)c1	i	-17	0.0	i	1	i	i	i	i	i	i
CCc1ccc(C(=O)NC(C(=O)NCC2CCCO2)C(C)C)cc1 (centres undefined)	i	5	0.1	i	-1	i	i	i	i	i	i
COc1cc(C2CC(=O)N(CC(=O)NCC3CCCO3)c3ccccc3S2)cc(OC)c1OC (centres undefined)	i	5	-0.3	i	-1	i	i	i	i	i	i
Cc1cc(C(F)F)nn1CC(=O)NC1CCCC1	i	-3	0.0	i	3	i	i	i	i	i	i
O=C(CSc1ccc(Cl)cc1Cl)N1CCC(c2nc3ccccc3s2)CC1	i	6	-0.1	i	31	i	i	i	i	i	i
COc1ccccc1OCCc1nnc(N)s1	i	-2	-0.2	i	-4	i	i	i	i	i	i
COc1ccc(/C=N/NC(=O)c2nn(-c3ccccc3)c(=O)c3c(N)scc23)cc1	i	3	0.2	i	12	i	i	i	i	i	i
Cc1ccc(C(=O)NCC(=O)OCC(=O)NC(C)c2ccccc2)s1 (centres undefined)	i	1	-1.1	i	-16	i	i	i	i	i	i
NC(=O)c1cc(-c2ccccc2)nc(N2CCCCCC2)n1	i	7	-1.2	i	2	i	i	i	i	i	i
O=C(N/N=C1\CC(c2ccccc2)Oc2ccccc21)c1ccccn1 (centres undefined)	i	5	2.1	i	-1	i	i	i	i	i	i
O=C(Nc1ccc(N2CCCCCC2)cc1)c1ccccc1Cl	i	0	8.4	i	1	i	i	i	i	i	i
CCCc1nc2nc(C)c(NS(=O)(=O)c3ccc([N+](=O)[O-])cc3)c(=O)n2[nH]1	i	-6	-12	i	-10	i	i	i	i	i	i
COc1cccc(-c2nnc(SCCC(=O)O)n2C)c1	i	-5	0.2	i	15	i	i	i	i	i	i
CCOC(=O)N1CCN(S(=O)(=O)c2ccc3c(c2)CC(C)N3C(=O)C2CC2)CC1 (centres undefined)	i	13	-0.1	i	1	i	i	i	i	i	i
NS(=O)(=O)c1ccc(-c2cccc(/C=C3\SC(=O)NC3=O)c2)cc1	i	-1	-1.0	i	36	i	i	i	i	i	i
CCCCCNC(=O)CSC1=N/C(=C\c2ccc(Cl)c(Cl)c2)C(=O)N1CC	i	-8	-0.1	i	-13	i	i	i	i	i	i
Cc1[nH]c2ccc(C(=O)OC(C)C(=O)NC3(C#N)CCCCC3)cc2c1C (centres undefined)	i	7	-0.2	i	0	i	i	-6*	i	i	i
Cc1cccc(C)c1NC(=O)NC1(C(=O)N2CCN3CCCC3C2)CCCCC1 (centres undefined)	i	12	0.5	i	5	i	i	i	i	i	i
Cc1[nH]nc2c1C1(CCN(C(=O)OCc3ccccc3)CC1)C(C#N)=C(N)O2	i	-3	0.6	i	-5	i	i	i	i	i	i
CC1CN(Cc2c(O)ccc3c(=O)c(-c4ccccc4)coc23)CC(C)O1 (centres undefined)	i	12	0.2	i	-15	i	i	i	i	i	i
COc1ccc(-c2csc(Nc3cccnc3)n2)cc1	i	34	2.3	i	2	i	i	i	i	i	i

Results in RGS4 pot, MrgX1 PAM and MrgX1 ag (4 entries from above):
SMILES	RGS4 pot	MrgX1 PAM	MrgX1 ag
CCc1ccc(C(=O)NC(C(=O)NCC2CCCO2)C(C)C)cc1 (centres undefined)	i	i	i
COc1cc(C2CC(=O)N(CC(=O)NCC3CCCO3)c3ccccc3S2)cc(OC)c1OC (centres undefined)	i	i	i
Cc1cc(C(F)F)nn1CC(=O)NC1CCCC1	i	i	i
O=C(CSc1ccc(Cl)cc1Cl)N1CCC(c2nc3ccccc3s2)CC1	i	i	i

More records follow:
SMILES	MrgX1 ag	Platelet DG rel	HIF activator	TRPC6 inhibitor	SKKanGAS inh	TRPC6 act	RGS4 pot	MrgX1 antagonist	RGS4 block	TRPC4 block	MrgX1 PAM
CN(C)c1ccc(/C=N/NC(=O)CN(c2ccccc2Cl)S(C)(=O)=O)cc1Br	i	-6	-0.1	i	5	i	i	i	i	i	i
COc1ccc(C2=Nc3ccccc3OC2)cc1	i	11	4.7	i	2	i	i	i	i	i	i
Cc1cc(-c2cn3ccccc3n2)c(C)n1-c1ccccc1	i	9	1.7	i	5	i	i	i	i	-7*	i
O=C(Nc1nnc(COc2ccc(Cl)cc2)s1)c1ccco1	i	-5	-0.4	i	4	i	i	i	i	i	i
O=C(Cc1ccccc1)NCCc1cccc(Cl)c1	i	-9	0.1	i	9	i	i	i	i	i	i
COc1ccccc1CCNC(=O)C(=O)c1cn(CC(=O)N2CCCC2)c2ccccc12	i	15	1.1	i	?	i	i	i	i	i	i
Cc1ccc2nc(Nc3nc(-c4ccccc4)cc(=O)[nH]3)nc(C)c2c1	i	0	-0.6	i	95*	i	i	i	i	i	i
Cc1nc2cc(Nc3nnc(-c4ccccc4)c4ccccc34)ccc2n1C	i	12	1.9	i	3	i	i	i	i	i	i
O=[N+]([O-])c1cccc(-c2ccc(/C=N/n3c(-c4ccccc4)n[nH]c3=S)o2)c1	i	3	0.6	i	7	i	i	i	i	i	i
Cc1ccc(NC(=O)CCNC(=O)c2ccc(Cl)cc2)cc1C	i	1	-3.3	i	-5	i	i	i	i	i	i
CC(=O)c1cc2c(cc1NS(=O)(=O)c1cccc(C(=O)O)c1)OCO2	i	8	0.0	i	2	i	i	i	i	i	i
Cc1ccccc1NC(=O)NC1(C(=O)NCc2ccco2)CCCCC1	i	3	-0.4	i	2	i	i	i	i	i	i
CCCCCC(=O)Nc1cccc(C2=NOC3(C2)C[C@H](C(N)=O)N(C(=O)c2ccccc2)C3)c1 (some centres undefined)	i	3	0.4	i	-3	i	i	i	i	i	i
Cc1ccc(-c2nnn(CC(=O)N(CC3CCCO3)C(C(=O)NCC3CCCO3)c3ccc(F)cc3)n2)o1 (centres undefined)	i	3	0.0	i	-1	i	i	i	i	i	i
CCC(CC)C(=O)c1c[nH]c(C(=O)NN)c1	i	11	0.5	i	-3	i	i	i	i	i	i
O=S(=O)(O)c1cccnc1SCc1ccccc1	i	-4	-0.3	i	5	i	i	i	i	i	i
Cc1ccc(S(=O)(=O)CCC(=O)N2CCN(c3ccccc3F)CC2)cc1	i	-2	0.1	i	-5	i	i	i	i	i	i
COc1ccc(N2Cc3cccc(C(=O)O)c3C2=O)cc1	i	1	-0.1	i	-2	i	i	i	i	i	i
CCOC(=O)C(C)On1c(-c2ccc(Cl)cc2)nc2ccc([N+](=O)[O-])cc21 (centres undefined)	i	-26	2.9	i	-6	i	i	i	i	i	i
CCOC(=O)C1(CCOc2ccccc2)CCN(Cc2cccc(OC)c2O)CC1	i	4	-27	i	-2	i	i	i	i	i	i
Cc1cc(Oc2cnn(C(C)(C)C)c(=O)c2Cl)cc(C(C)C)c1	i	1	-1.1	i	59*	i	i	i	i	i	i
O=C(O)c1ccccc1OCC1CCCO1 (centres undefined)	i	-5	-0.6	i	-1	i	i	i	i	i	i
NC(=O)CSCc1cccc(Br)c1	i	8	0.4	i	-2	i	i	i	i	i	i
Cc1cccc(C(=O)NC(=S)N2CCN(c3ccc([N+](=O)[O-])cc3)CC2)c1	i	3	0.3	i	11	i	i	i	i	i	i
N#CC1=C(N)SC2(CCCCC2)SC1c1ccccc1 (centres undefined)	i	8	1.2	i	0	i	i	i	i	i	i
CC(C)C1CC(=O)NC(SCC(=O)Nc2ccc(Br)cc2)=C1C#N (centres undefined)	i	-20	1.7	i	0	i	i	i	i	i	i
Cc1nnc(Sc2c(N)n(C)c(=O)n(C)c2=O)s1	i	11	0.4	i	0	i	i	i	i	i	11*
CCN(C(=O)c1cc2c(=O)[nH]c3ccc(C)cc3c2s1)c1ccc(F)cc1	i	3	0.3	i	-4	i	i	i	i	i	i
COC(=O)C1CCN(C(=O)Nc2ccccc2)CC1	i	0	0.0	i	4	i	i	i	i	i	i
Cc1nnc(N/N=C/c2ccccc2F)n1N	i	-3	-1.0	i	8	i	i	i	i	i	i
Cc1cccc(C(C)(C)C)c1OCCOCCN1CCCC1	i	0	0.4	i	0	i	i	i	i	i	i
COc1ccc2c(c1)c(=O)c(C(=O)c1ccc(Cl)cc1)cn2CC(=O)Nc1ccc(F)cc1	i	-2	-0.3	i	4	i	i	i	i	i	i
O=C1S/C(=C\c2ccc(Cl)cc2)C(=O)N1CCn1cnnn1	i	1	0.3	i	·	i	i	i	i	i	i
